Source: PubChem
FN deposition inh: fibronectin deposition inhibition | AH1F fibroblasts, Alexa488-fibronectin deposition fluorescence, overnight | inhibition, % at 12.6 µM | actives 0.086% (n = 350,000) | AID 743247;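 active = mean inhibition across replicates of 30% or more, regardless of how many single replicates reach that level; inconclusive = mean under 30% yet at least half of replicates reach 30%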;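 also: positive control wells lacked labelled fibronectin entirely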
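Test system: AH1F fibroblast monolayer depositing Alexa488-labelled fibronectin into matrix. Input: 10000 cells per well. Technique: fluorescence, ex 485 nm, em 525 nm. Buffer or medium: DMEM plus 2% serum, read in PBS. Timing: 1 h cell adhesion before compound, then overnight fibronectin incubation. Compound: single dose, pinned. Read-out basis: inhibition from reduced deposited-fibronectin fluorescence.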
Statin myotox sup: suppression of simvastatin myotoxicity | actives 0.78% (n = 330,000) | C2C12 myotubes + simvastatin, ATP luminescence, 48 h; scaled: DMSO 0, geranylgeraniol control 100 | rescue of ATP level, % at 7.49 µM;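 active = mean ATP rescue above about 67%, or every replicate alone reaching that limit, limit read from the data, passing the limit was not always enough; inconclusive = no clear call, values can overlap the other calls; inactive = mean under the limit and some replicate under it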;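 also: myotubes were challenged with 10 µM simvastatin during compound exposure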
CASP6 VEID inh: blocks human caspase-6 cleavage activity | AID 686996 | P55212 | purified caspase-6, Z-VEID-R110 cleavage fluorescence | inhibition, % at 12.5 µM | actives 0.53% (n = 350,000);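 active = mean inhibition across replicates at least about 35%, with every replicate also reaching that limit, limit read from the data; inconclusive = only one of the two criteria met; inactive = neither criterion met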;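 also: 0% = median of neutral control wells and 100% = no fluorescence left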
Target sequence (P55212 24-179 limits assumed): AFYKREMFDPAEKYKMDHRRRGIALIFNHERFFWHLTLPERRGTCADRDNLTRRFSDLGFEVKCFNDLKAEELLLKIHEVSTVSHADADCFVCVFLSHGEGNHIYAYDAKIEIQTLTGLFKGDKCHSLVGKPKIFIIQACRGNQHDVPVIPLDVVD
Target sequence (P55212 194-293 limits assumed): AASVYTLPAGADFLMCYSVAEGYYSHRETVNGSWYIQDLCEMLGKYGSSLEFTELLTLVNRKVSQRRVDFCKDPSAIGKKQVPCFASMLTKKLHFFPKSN
LGR2 antag: blocks bursicon-induced cAMP signaling via Drosophila LGR2; HEK293 LGR2, CRE-luciferase, bursicon-stimulated, 4 h; inhibition, % at 9.99 µM; actives 0.35% (n = 380,000);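 active = drop in luminescence signal, shown as inhibition above about 50% in the replicate tests, limit read from the data, passing the limit was not always enough; inconclusive = probably only some replicates passing the limit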;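 also: agonist challenge used bursicon conditioned medium at about half maximal strength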
SIRT5 inh: sirtuin-5 (human) deacylase inhibition; inhibition, % at 15 µM; actives 1.1% (n = 330,000); Purified SirT5, succinyl-peptide AMC, trypsin-coupled fluorescence; Q9NXA8; in the data active = inhibition above about 15%; inconclusive = no clear call, values can overlap the other calls
Target sequence (Q9NXA8 whole entry, looked up): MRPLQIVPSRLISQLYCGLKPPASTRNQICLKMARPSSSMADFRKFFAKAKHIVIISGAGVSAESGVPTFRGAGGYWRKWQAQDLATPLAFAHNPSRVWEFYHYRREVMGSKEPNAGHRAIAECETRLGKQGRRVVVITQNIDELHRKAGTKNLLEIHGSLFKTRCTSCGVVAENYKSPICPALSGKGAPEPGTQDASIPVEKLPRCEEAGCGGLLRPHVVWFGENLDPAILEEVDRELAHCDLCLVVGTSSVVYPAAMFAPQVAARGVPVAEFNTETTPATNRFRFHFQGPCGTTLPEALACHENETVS
S100A4 MyoIIA: blocks human S100A4 binding to myosin IIA peptide; P26447; S100A4/TAMRA-MyoIIA peptide fluorescence polarization; inhibition, % at 10.7 µM; actives 0.14% (n = 360,000); AID 652163;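 active = mean inhibition of at least 70% across replicates, with every replicate also reaching that level; inconclusive = mean inhibition reaches 70% but some replicates fall short; inactive = mean inhibition below 70%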
Target sequence (P26447 whole entry, looked up): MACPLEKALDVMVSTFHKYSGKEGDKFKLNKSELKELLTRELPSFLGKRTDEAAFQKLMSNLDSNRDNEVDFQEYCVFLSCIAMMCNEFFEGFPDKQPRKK
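Test system – S100A4 monomer (human) · Compound – single-point compound testing · Schedule – 5 min incubation before reading · Probe or stimulus – TAMRA-labelled myosin IIA heavy-chain peptide probe, 5 nM · Benchmarks – neutral control DMSO, positive control TFP · Medium – Calcium-containing HEPES buffer, pH 7.2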
esBAF inh: blocks esBAF chromatin remodeling in mouse ES cells | Bmi1-luciferase knock-in reporter, 24 h; 100% = twice the neutral-well signal | reporter increase, % at 12.5 µM | actives 2% (n = 350,000) | AID 602393; in the data active = activation above about 40%; inconclusive = no clear call, values can overlap the other calls;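 also: 0% = median of the plate's neutral control wells and 100% = double that signal; a rise in the Bmi1 reporter signal indicates esBAF inhibition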
Active calls of the source: *; u = inconclusive; x = not tested or not shown; & = joins results of further samples.

SMILES	FN deposition inh	Statin myotox sup	CASP6 VEID inh	LGR2 antag	SIRT5 inh	S100A4 MyoIIA	esBAF inh
C[C@H]1CCCCO[C@H](CN(C)Cc2ccncc2)[C@@H](C)CN([C@@H](C)CO)C(=O)c2cc(NS(=O)(=O)c3ccccc3)ccc2O1	0.7&-0.1	-0.8	-6.4&-3.1	-14.3	-7.8&8.6	-2.8&54.3	1.1&-12.0
COC(=O)[C@@]1(C)[C@H]2C(=O)N(Cc3ccccc3)C(=O)[C@H]2[C@H]2CN(C)C(=NC3CCCCC3)N21	-3.7	-2.1	-1.1	4.1	-2.2	-9.3	-1.5
Cc1cc(=O)oc2cc(OCCSCCN3CCCC3)ccc12	-3.6	x	-8.2	-15.7	-3.8	-2.7	x
Cc1ccc(C2N=C(N)Nc3nc4ccccc4n32)cc1 (stereo not drawn)	3.7	11.5	-3.8	15.2	-6.4	-4.9	-5.1
CC(C)NC(=O)N(C)C[C@H]1Oc2ccc(NC(=O)C3CC3)cc2CC(=O)N([C@@H](C)CO)C[C@@H]1C	x	-14.2	-0.6	8.5	x	8.0	1.3
O=Cc1ccc(Sc2ncccn2)o1	6.0	1.7	-0.8	6.7	-3.4	-24.7	-0.7
CCOC(=O)c1cccc(NC(=O)CSc2nnc(-c3ccoc3C)n2CC)c1	-2.6	0.2	x	x	x	x	-0.7
Cc1cc2nn(-c3ccc(Cl)cc3)nc2cc1N	-0.7	x	-0.9	5.8	-1.0	4.6	x
COc1ccc(NC(=O)Nc2ccc3c(c2)C(=O)N([C@@H](C)CO)C[C@@H](C)[C@H](CN(C)CC2CC2)OCCCC[C@@H](C)O3)cc1	5.9	x	1.9	0.7	4.5	0.0	2.0
Cc1ccc2ccc(C#N)cc2c1O	3.2	0.6	1.2	-0.5	-5.6	-0.2	-4.4
COc1ccc(CN2[C@@H](CC(C)=O)c3ccc(/C=C/C(C)=O)cc3S2(=O)=O)cc1	4.0	-9.4	x	24.2	x	-0.4	6.0
O=C(NC(=S)N1CCN(c2ccc(O)cc2)CC1)c1ccco1	-1.7	-2.6	8.0	-3.6	x	16.6	-6.7
Cc1c(C#N)c(NC(=O)C(C)C)n(Cc2ccccc2)c1C	2.3	x	1.2	-5.8	-1.2	0.7	x
COCCNC(=O)C[C@H]1C[C@@H]2c3cc(NS(=O)(=O)c4ccccc4)ccc3O[C@@H]2[C@@H](CO)O1	x	9.2	-2.7	-19.8	-0.7	-9.9	-4.1
CCc1c(C(=O)Nc2ncn(Cc3cccc(C)c3)n2)csc1C	-0.4	4.3	x	x	x	x	-5.0
COc1ccc(C#Cc2cnc3c(c2)C(=O)N([C@@H](C)CO)C[C@H](C)[C@H](CN(C)C(C)=O)O3)cc1	-3.9	17.9	3.4	0.7	-1.6	-3.1	3.5
COc1cccc2c(O)cc(=O)n(C)c12	-5.8	-7.1	0.7	-3.1	-9.3	-4.5	-2.8
Cc1ccc(S(=O)(=O)N2CCCCC2)cc1C(=O)N1CCN(CCO)CC1	-1.5	-1.4	12.6	-6.2	-5.6	-10.7	-7.9
Cc1ccc(NC(=O)COc2ccc(C(=O)c3ccccc3)cc2)c(O)c1	-7.8	-32.6	1.2	7.2	-5.6	-1.7	-9.9
O=C1C(=O)N(CCN2CCOCC2)C(c2cccc(Cl)c2)/C1=C(\O)c1ccc2c(c1)OCCO2 (stereo not drawn)	20.9	-3.7	1.3	-0.4	3.8	-3.5	-1.4

Part of the list above, with two lines to a compound.
Sequence of screens: FN deposition inh, Statin myotox sup, CASP6 VEID inh, LGR2 antag, SIRT5 inh, S100A4 MyoIIA, esBAF inh
Cc1ccc(NC(=O)COc2ccc(C(=O)c3ccccc3)cc2)c(O)c1
→ -7.8, -32.6, 1.2, 7.2, -5.6, -1.7, -9.9
O=C1C(=O)N(CCN2CCOCC2)C(c2cccc(Cl)c2)/C1=C(\O)c1ccc2c(c1)OCCO2 (stereo not drawn)
→ 20.9, -3.7, 1.3, -0.4, 3.8, -3.5, -1.4

More records
SMILES	FN deposition inh	Statin myotox sup	CASP6 VEID inh	LGR2 antag	SIRT5 inh	S100A4 MyoIIA	esBAF inh
C[C@H]1CN([C@@H](C)CO)S(=O)(=O)c2ccc(/C=C/c3ccccc3)cc2O[C@@H]1CN(C)C(=O)c1cccnc1	0.8	x	-4.9	-4.8	5.8	1.4	1.2
C[C@H](CO)N1C[C@H](C)[C@@H](CN(C)C(=O)NC2CCCCC2)Oc2c(NC(=O)Nc3ccc(F)cc3)cccc2C1=O	x	-25.0	2.2	2.9	102.6*	3.6	1.8
Cc1cc(C)n2nc(SC(C)C(=O)N3CCCC3)nc2n1 (stereo not drawn)	-8.4	6.4	-117.8	-13.4	-1.9	2.1	-5.0
O=Cc1ccc(-c2ccccc2C(=O)O)o1	-5.6	2.6	7.8	x	-2.7	-2.1	-7.0
CC(C)[C@@H](N)C(=O)N/N=C/c1ccc2nccnc2c1	4.3	x	-8.4	11.2	-3.0	26.9	x
CN1C(=O)/C(=C/c2cn(CC(=O)N3CCCCC3)c3ccccc23)NC1=S	-6.8	x	1.0	3.1	0.8	3.3	x
CC(=O)NC[C@H]1[C@@H](c2ccc(-c3ccccc3)cc2)[C@H](CO)N1C(=O)C1CCC1	x	2.5	-3.2	-20.6	9.8	5.1	1.3
C[C@H](CO)N1C[C@H](C)[C@@H](CN(C)Cc2ccc(Oc3ccccc3)cc2)Oc2ccc(NC(=O)Cn3cnnn3)cc2CC1=O	3.9	u	-2.8	11.6	2.7	7.2	-5.3
NNC(=O)c1ccc(O)cc1O	-0.3	x	-1.1	-6.1	3.7	-5.5	x
O=C(NC1CCC1)[C@@H]1[C@@H](CO)[C@@H]2Cn3c(ccc(-c4ccncc4)c3=O)[C@@H]2N1CCc1ccccc1	x	x	-2.2	11.3	-0.1	-21.1	x

An excerpt from above in order of heavy-atom count, low to high.
SMILES	FN deposition inh	Statin myotox sup	CASP6 VEID inh	LGR2 antag	SIRT5 inh	S100A4 MyoIIA	esBAF inh
NNC(=O)c1ccc(O)cc1O	-0.3	x	-1.1	-6.1	3.7	-5.5	x
O=Cc1ccc(-c2ccccc2C(=O)O)o1	-5.6	2.6	7.8	x	-2.7	-2.1	-7.0
Cc1cc(C)n2nc(SC(C)C(=O)N3CCCC3)nc2n1 (stereo not drawn)	-8.4	6.4	-117.8	-13.4	-1.9	2.1	-5.0
CC(=O)NC[C@H]1[C@@H](c2ccc(-c3ccccc3)cc2)[C@H](CO)N1C(=O)C1CCC1	x	2.5	-3.2	-20.6	9.8	5.1	1.3
O=C(NC1CCC1)[C@@H]1[C@@H](CO)[C@@H]2Cn3c(ccc(-c4ccncc4)c3=O)[C@@H]2N1CCc1ccccc1	x	x	-2.2	11.3	-0.1	-21.1	x
C[C@H](CO)N1C[C@H](C)[C@@H](CN(C)C(=O)NC2CCCCC2)Oc2c(NC(=O)Nc3ccc(F)cc3)cccc2C1=O	x	-25.0	2.2	2.9	102.6*	3.6	1.8

Next part:
SMILES	FN deposition inh	Statin myotox sup	CASP6 VEID inh	LGR2 antag	SIRT5 inh	S100A4 MyoIIA	esBAF inh
CCOC(=O)CC1Sc2ccccc2NC1=S (stereo not drawn)	-2.4	x	3.0	-7.6	-2.4	-3.7	x
CC(=O)c1cccc(N(C(=O)Cn2nnc3ccccc32)C(C(=O)NC2CCCCC2)c2cn(C)nc2C)c1 (stereo not drawn)	x	0.6	-0.3	-2.5	-6.8	0.1	-2.2
C[C@H]1CN([C@@H](C)CO)C(=O)c2cccc(NS(=O)(=O)c3cn(C)cn3)c2O[C@H]1CN(C)C(=O)Nc1ccc(F)cc1	-4.8	-7.3	-1.3	-0.3	-0.7	-6.1	-6.8
CCn1c(=O)c(C(=O)CC#N)c(N)n(Cc2ccccc2)c1=O	9.0	-2.7	-1.0	5.5	-4.3	5.6	-5.7
CC(c1ccccn1)N(CCN(C)C)C(=S)Nc1ccccc1F (stereo not drawn)	x	0.4	-3.4	-1.5	3.0	-44.2	-9.7
CCO[C@@H]1OC(C(=O)NC2CC2)=C[C@H](C2CC2)[C@H]1CCCO	-0.2	0.2	-3.5	3.1	x	-4.2	-0.2
Cc1nc(-c2ccccc2)sc1C(=O)Nc1ccccc1F	-1.7	-8.3	1.6	-17.4	3.6	-2.7	8.9
CC(=O)Nc1ccc(OC(=O)c2ccc(Cl)cc2)cc1	1.6	x	-5.5	-0.3	-1.4	0.3	x
CCn1ccnc1CN1CCN(CC(C)C)C(CCO)C1 (stereo not drawn)	3.8	x	-9.8	-2.1	-5.0	8.3	x
COc1ccc(NC(=O)N(C)C[C@@H]2Oc3ccc(NC(=O)NC(C)C)cc3CC(=O)N([C@@H](C)CO)C[C@H]2C)cc1	-7.3	-8.0	0.7	-9.3	2.6	8.1	1.6
C[C@@H]1CN([C@H](C)CO)C(=O)Cc2cc(NS(=O)(=O)c3ccc(F)cc3)ccc2O[C@@H]1CN(C)Cc1ccc(Cl)c(Cl)c1	x	u	x	-10.0	x	x	4.5
C=CCN(CC=C)C(=O)c1ccc(OC2CCN(Cc3ccccn3)CC2)cc1	-15.2	-3.5	-2.0	20.0	8.7	-2.7	3.0
COc1ccc(S(=O)(=O)N(CC(=O)NCC2CCCO2)c2ccc(Cl)cc2)cc1 (stereo not drawn)	1.8	4.8	2.1	-4.2	-2.3	-7.6	-1.9
CCN(C(=O)COC(=O)/C(=C/c1ccccc1)NC(C)=O)c1c(N)n(Cc2ccccc2)c(=O)[nH]c1=O	x	1.8	5.9	9.5	-0.6	-6.1	-6.8
CC[C@@H]1C=C(C(=O)O)[C@H](c2ccc(F)cc2)N1S(=O)(=O)c1ccc(C)cc1	8.2	11.0	-0.4	12.4	2.2	14.9	-8.3
OCCNCC(O)CN1c2ccccc2Sc2ccccc21 (stereo not drawn)	-5.2	-8.9	-3.6	-17.6	-4.4	-2.0	12.2
Cc1cc(C(=O)N/N=C/c2ccc(N(C)C)cc2)c2ccccc2n1	-3.9	x	0.2	13.9	1.1	0.3	x
COCC(=O)N(C)C[C@@H]1Oc2cc(-c3ccc(C)cc3)ccc2S(=O)(=O)N([C@H](C)CO)C[C@@H]1C	-4.4	2.1	1.8	-7.0	-5.1	6.7	3.0
COc1ccccc1NC(=S)N1CCC(c2nc3ccccc3o2)CC1	4.5	x	1.6	10.6	-4.0	-0.9	x
O=C(CN1CCN(c2ncc(C(F)(F)F)cc2Cl)CC1)N1CCN(c2ncc(C(F)(F)F)cc2Cl)CC1	-17.2	x	-2.4	-1.1	-5.2	-1.7	x
COc1ccc(S(=O)(=O)Nc2ccc3c(c2)CC(=O)N([C@H](C)CO)C[C@H](C)[C@H](CN(C)Cc2ccc4c(c2)OCO4)O3)cc1	6.3	-34.1	1.7	8.7	6.1	2.2	-5.3
Cc1cc2oc(=O)cc(CNc3ccccc3F)c2cc1O	5.9	6.2	-3.5	5.7	-1.3	-1.6	-4.2

This is a subset; count on the stated rates, not on these rows.
